Screens (PubChem BioAssay)
ARFGAP1 inhibitor: inhibitors of rat ARFGAP1 GAP activity, primary screen, biochemical, fluorescence polarization, GDP tracer; ADP-ribosylation factor GTPase-activating protein 1 (Rattus norvegicus), Q62848; Arfgap1-stimulated ARF1 GTP hydrolysis, GDP FP detection; inhibition, % at 16.5 µM; 360,000 compounds, 0.26% hits; AID 651572, 2012;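 active means inhibition above a per-plate limit, mean inhibition of low control wells plus 3 SD, cut at about 25% in these data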;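 further: 0% = DMSO wells with enzyme and 100% = wells lacking Arfgap1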
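System: truncated rat Arfgap1 GAP domain / Benchmarks: high control wells lacking Arfgap1, low control full reaction with DMSO / Times: compound-enzyme preincubation 20 min, reaction 120 min, detection 60 min, 25 °C / Repeats: one replicate per compound / Also added: human ARF1(Δ1-17)-GTP substrate / Measured by: Tracer-displacement fluorescence polarization with EDTA stop, 620/688 nm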
PLCb3 inh: human PLC-beta3 inhibitors, primary screen, biochemical, fluorescence | Purified PLC-beta3, fluorogenic substrate | 370,000 compounds, 0.18% hits | 1-phosphatidylinositol 4,5-bisphosphate phosphodiesterase beta-3 (Homo sapiens), Q01970 | inhibition, % at 12.2 µM; in the data active means inhibition above about 11%;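 further: 0% = median of compound wells on plate and 100% = full blocker control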
Target sequence (Q01970 whole entry, looked up): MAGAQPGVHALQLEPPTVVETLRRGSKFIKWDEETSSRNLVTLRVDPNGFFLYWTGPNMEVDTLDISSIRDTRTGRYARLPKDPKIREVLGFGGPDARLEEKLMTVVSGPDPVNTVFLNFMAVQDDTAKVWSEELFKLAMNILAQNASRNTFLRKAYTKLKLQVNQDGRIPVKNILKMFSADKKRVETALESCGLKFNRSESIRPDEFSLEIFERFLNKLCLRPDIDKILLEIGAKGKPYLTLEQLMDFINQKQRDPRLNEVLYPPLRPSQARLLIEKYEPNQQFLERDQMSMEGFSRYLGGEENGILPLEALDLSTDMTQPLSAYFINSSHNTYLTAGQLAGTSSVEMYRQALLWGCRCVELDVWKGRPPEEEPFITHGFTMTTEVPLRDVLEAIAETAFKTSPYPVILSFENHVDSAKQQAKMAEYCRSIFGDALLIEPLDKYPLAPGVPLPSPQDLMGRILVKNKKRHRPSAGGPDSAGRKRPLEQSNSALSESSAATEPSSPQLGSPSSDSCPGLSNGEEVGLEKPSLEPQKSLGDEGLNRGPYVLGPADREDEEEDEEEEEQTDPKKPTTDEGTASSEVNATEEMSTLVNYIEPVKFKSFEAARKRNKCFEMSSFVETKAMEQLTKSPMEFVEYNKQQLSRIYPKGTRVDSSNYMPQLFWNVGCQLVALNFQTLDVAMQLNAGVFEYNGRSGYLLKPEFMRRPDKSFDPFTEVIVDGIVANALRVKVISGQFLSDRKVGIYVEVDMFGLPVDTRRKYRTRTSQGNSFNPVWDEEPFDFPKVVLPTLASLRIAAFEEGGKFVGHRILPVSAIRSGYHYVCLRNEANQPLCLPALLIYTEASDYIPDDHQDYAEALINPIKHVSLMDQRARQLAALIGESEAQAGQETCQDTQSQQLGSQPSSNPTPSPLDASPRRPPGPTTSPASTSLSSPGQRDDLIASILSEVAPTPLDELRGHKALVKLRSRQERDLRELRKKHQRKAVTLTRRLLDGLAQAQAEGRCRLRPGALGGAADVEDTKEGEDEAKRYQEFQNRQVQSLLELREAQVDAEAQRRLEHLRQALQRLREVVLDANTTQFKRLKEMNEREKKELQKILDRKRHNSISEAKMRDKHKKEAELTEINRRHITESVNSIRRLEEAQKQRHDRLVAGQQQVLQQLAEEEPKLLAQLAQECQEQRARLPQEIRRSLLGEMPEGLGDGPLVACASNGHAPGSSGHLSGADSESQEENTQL
sPLA2-III inh: human group III sPLA2 inhibitors, primary screen, biochemical, QFRET, BODIPY PC-A2 liposome substrate; Group 3 secretory phospholipase A2 (Homo sapiens), Q9NZ20; QFRET BODIPY PC-A2 liposome hydrolysis, fluorescence; inhibition, % at 12.2 µM; 370,000 compounds, 0.56% hits; AID 743126, 2013;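 active means inhibition above mean plus 3 SD of compounds lying within the high and low control bounds, cut at about 19% in these data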;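 further: 0% = median of test compound wells and 100% = no enzyme DMSO wells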
Rev-erbA mod: modulators of Rev-erb alpha DNA binding, primary screen, biochemical, FITC-DNA, fluorescence polarization, uHTS. 370,000 compounds, 0.79% hits. AID 1259318, 2017. Rev-erbα–FITC-DNA binding, 90 min. activity, % at 10 µM. Nuclear receptor subfamily 1 group D member 1 (Homo sapiens), P20393;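 active means activity above about 14%, limit read from the data; passing the limit was not always enough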;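 further: 0% = DMSO wells with 35 nM protein and 100% = DMSO wells with 750 nM protein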
DDE Tn6 FP inh: inhibitors of Tn6 peptide binding to fibrin DD(E), primary screen, biochemical, fluorescence polarization, human fibrin, Tn6 probe | Fibrin DD(E) TRITC-Tn6 fluorescence polarization displacement | Fibrinogen beta chain (Homo sapiens), P02675 | 370,000 compounds, 0.21% hits | inhibition, % at 8.3 µM;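 active means inhibition above a per-campaign cutoff: mean of compounds within control limits plus 3 SD, cut at about 15% in these data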;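 further: 0% = median of all compound wells on the plate and 100% = blocking peptide control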
KLK7 zymogen act: proKLK7 zymogen activators, primary screen, biochemical, fluorescence intensity. 370,000 compounds, 0.9% hits. AID 652039, 2013. purified proKLK7, EDANS-DABCYL substrate fluorescence; 100% is mature enzyme control, 0% vehicle. activation, % at 7 µM;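 active means activation above the mean of all tested compounds plus 3 SD, computed per campaign excluding outliers beyond control limits, cut at about 13% in these data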
PLCg1 inh: PLC-gamma1 enzyme inhibitors, primary screen, biochemical, fluorescence, purified enzyme; inhibition, % at 12.2 µM; 1-phosphatidylinositol 4,5-bisphosphate phosphodiesterase gamma-1 (Homo sapiens), P19174; fluorogenic substrate; 370,000 compounds, 0.84% hits; in the data active means inhibition above about 9.5%
Tn7 DDE FP: inhibitors of Tn7 peptide binding to fibrin DD(E), primary screen, biochemical, fluorescence polarization, human fibrin, Tn7 probe; FP displacement of FITC-Tn7 peptide from fibrin DD(E); 0% = median of compound wells per plate; inhibition, % at 8.3 µM; 370,000 compounds, 0.13% hits;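 active means inhibition above the mean of compounds falling within the control limits plus 3 SD of them, cut at about 14% in these data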;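 further: 0% = plate median of compound wells and 100% = 10 µM Aha-Tn7 peptide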
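Test system: human clot-derived fibrin DD(E) complex / Quantity: 2 µM final DD(E) protein / Incubation: 10 min plus 3 h, room temperature / Measured by: fluorescence polarization / Benchmarks: high control of 10 µM Aha-Tn7 peptide / Replicates: singlicate testing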
UHRF1 binding: UHRF1 methylated DNA binding inhibitors, primary screen, counter-screen for MBD2 inhibitor project, biochemical, TR-FRET, human UHRF1, single concentration | 370,000 compounds, 0.75% hits | UHRF1 binding to methylated oligo | AID 687016, 2013 | E3 ubiquitin-protein ligase UHRF1 (Homo sapiens), Q96T88 | inhibition, % at 4.4 µM; in the data active means inhibition above about 21%;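 further: UHRF1 SRA domain binding a hemimethylated CpG hairpin DNA probe; 0% = median of test compound wells and 100% = reference inhibitor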
ASAP1 GAP inh: inhibitors of human ASAP1 ArfGAP activity, primary screen, biochemical, fluorescence polarization; Arf-GAP with SH3 domain, ANK repeat and PH domain-containing protein 1 (Homo sapiens), …; ASAP1-stimulated ARF1 GTP hydrolysis, GDP FP detection; inhibition, % at 16.5 µM; 360,000 compounds, 0.19% hits; AID 624377, 2012; in the data active means inhibition above about 25%;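 further: 0% = vehicle with enzyme and substrate and 100% = no enzyme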
Starred values were filed as active, the others as inactive; i = inactive; x = no result given.

SMILES	ARFGAP1 inhibitor	PLCb3 inh	sPLA2-III inh	Rev-erbA mod	DDE Tn6 FP inh	KLK7 zymogen act	PLCg1 inh	Tn7 DDE FP	UHRF1 binding	ASAP1 GAP inh
CC(C)N(C(=O)c1ccc2nc(-c3ccccc3)c(-c3ccccc3)nc2c1)C(C)C	-5	-61	-11	-3	-2	-9.8	-45	-1	-2	-8
COc1ccccc1/C=C1\CCC(C2CCCC2)C1=O (configuration not stated)	9	-9	13	0	-9	-0.7	3	0	3	15
O=C(NCc1ccc(F)cc1)C1CCCN(c2nc3ccccc3o2)C1 (configuration not stated)	x	2	-2	-6	5	0.3	1	-3	-1	x
O=C(COc1ccc2c3c(c(=O)oc2c1)CCC3)NC1CCCCC1	2	-9	4	3	-4	-1.7	-9	-12	0	-3
CCC(C)NC(=O)c1cn(-c2cccc(C)n2)cn1 (configuration not stated)	7	-1	2	-3	5	0.0	1	-3	3	7
C/C(=N\NC(=O)CCc1ccc(S(=O)(=O)N2CCOCC2)cc1)c1ccc(Br)cc1	-11	-3	-5	3	-5	-1.0	3	2	0	17
Cc1ccccc1NC(=O)C1CC(=O)n2ncnc2N1 (configuration not stated)	0	-3	-4	-5	3	0.4	0	0	7	-6
Cc1onc(-c2ccccc2Cl)c1C(=O)NNC(=O)c1cccc(F)c1	3	1	3	7	-1	-0.3	2	-3	-2	9
Cc1ccc(OCc2nc(C#N)c(NCCCn3ccnc3)o2)cc1	-8	-2	-19	-9	5	-0.2	1	-2	4	6
COc1ccccc1C(OC(=O)c1cccs1)C(=O)NCC1CCCO1 (configuration not stated)	-1	1	-5	3	3	0.2	3	1	-1	-3
CCc1nc(NCCO)c(C#N)c2c1CSC(C)(C)C2	-1	-23	-5	-4	-2	1.4	-15	3	3	-8
COc1ccc(N2CC(C(=O)NCCS(=O)(=O)N3CCN(c4ccccc4)CC3)CC2=O)cc1 (configuration not stated)	8	-5	0	-6	1	-0.1	5	-5	1	-8
Cn1c(-c2cccs2)[n+](C)c2ccccc21	-8	-7	-1	5	-1	0.5	3	-1	-4	2
Cc1ccc(N2CC(C(=O)Nc3ccccc3C(=O)NC3CCCCC3)CC2=O)cc1 (configuration not stated)	4	-2	1	3	5	0.4	0	-3	3	9
CC1CCCC(NC(=O)CSc2nncs2)C1C (configuration not stated)	-6	-5	6	-4	7	-0.3	1	0	7	-14
COc1ccc(CC(=O)Nc2cc(C)on2)cc1	-5	0	4	-3	4	0.3	2	1	0	0
CCC(C)c1ccccc1NC(=S)Nc1cccnc1 (configuration not stated)	-1	1	-2	2	5	0.1	0	-4	-2	5
COc1ccc(CC(C)NS(=O)(=O)c2ccc3c(c2)CCN3S(C)(=O)=O)cc1OC (configuration not stated)	3	-6	-11	2	-1	-1.0	8	3	-1	1
C[C@H](CO)N1C[C@H](C)[C@@H](CN(C)S(=O)(=O)c2cccc(F)c2)OCc2cnnn2CCCC1=O	-6	2	10	-1	1	0.1	2	-3	1	-14
COc1cccc(NC(=O)NCCc2ccc(Cl)cc2)c1	-8	1	-5	1	8	-0.3	-4	-6	2	-8

3 structures out of the list, ordered by formula weight, descending.
SMILES	ARFGAP1 inhibitor	PLCb3 inh	sPLA2-III inh	Rev-erbA mod	DDE Tn6 FP inh	KLK7 zymogen act	PLCg1 inh	Tn7 DDE FP	UHRF1 binding	ASAP1 GAP inh
C/C(=N\NC(=O)CCc1ccc(S(=O)(=O)N2CCOCC2)cc1)c1ccc(Br)cc1	-11	-3	-5	3	-5	-1.0	3	2	0	17
Cc1onc(-c2ccccc2Cl)c1C(=O)NNC(=O)c1cccc(F)c1	3	1	3	7	-1	-0.3	2	-3	-2	9
Cc1ccc(OCc2nc(C#N)c(NCCCn3ccnc3)o2)cc1	-8	-2	-19	-9	5	-0.2	1	-2	4	6

Next structures
SMILES	ARFGAP1 inhibitor	PLCb3 inh	sPLA2-III inh	Rev-erbA mod	DDE Tn6 FP inh	KLK7 zymogen act	PLCg1 inh	Tn7 DDE FP	UHRF1 binding	ASAP1 GAP inh
Cc1cc(C[n+]2ccsc2N)c2ncccc2c1	6	-3	3	6	-2	-0.5	2	-5	-1	6
CCN(CC)S(=O)(=O)c1ccc(C(=O)N2CCN(C3=NS(=O)(=O)c4ccccc43)CC2)cc1	3	-6	11	-2	5	0.4	-2	0	1	7
CCc1c(C)nc(SCC(=O)N2CCN(c3ccccc3OC)CC2)[nH]c1=O	0	4	0	-6	-5	-0.8	-1	0	0	-3
CCOc1ccc(CCNC(=O)COC(=O)c2cccc(S(=O)(=O)N(C)C)c2)cc1OCC	3	-5	-4	3	-8	1.2	2	-3	3	-4
Cc1oc(-c2ccccc2)nc1C(=O)OCC(=O)NCc1ccccc1	-12	-19	5	-5	0	-0.6	-11	5	3	1
CCc1ccc(OC(=O)Nc2ccccc2)cc1	1	-2	0	-3	-2	0.3	2	-5	2	4
Cc1cccc(Oc2cc(NC(=O)c3ccccc3)cc([N+](=O)[O-])c2)c1	2	-1	-19	4	-1	0.3	3	0	-2	-2
Cc1cc(C)cc(NC(=O)CCCCCN2C(=O)[C@@H]3Cc4ccccc4CN3C2=O)c1	-6	-5	-9	0	0	0.2	1	6	-2	-2
O=C1NCCc2c1[nH]c1ccc([N+](=O)[O-])cc21	9	1	1	3	-6	0.5	0	2	-3	2
COc1ccccc1N1CCN(CC(O)COc2c(OC)cccc2OC)CC1 (configuration not stated)	3	3	-1	3	1	0.1	0	-8	0	1
CCC(C)NC(=O)c1csc2c1CCCCC2 (configuration not stated)	-6	-4	11	-3	19*	-0.1	-1	4	4	-1
O=C1CC(N2CCN(Cc3ccccc3)CC2)C(=O)N1c1ccccc1 (configuration not stated)	1	5	1	1	-10	0.5	11*	-10	1	2
Cc1ccc(C(C)C)cc1OCC(=O)NNC(=O)Nc1ccccc1	-5	-2	-34	0	10	0.6	3	-1	1	-5
CN(C)C(=O)CCc1nc(-c2ccc(C(C)(C)C)cc2)no1	5	5	-5	2	2	-0.4	12*	-4	2	2
Cn1c(=O)c2c(nc(NCc3ccc4c(c3)OCO4)n2Cc2ccc(F)cc2)n(C)c1=O	3	-2	4	-4	-4	0.0	0	7	1	11
CCn1c(=O)cc(OCC(=O)Nc2ccc(OC)c(OC)c2)c2ccccc21	-12	-1	7	2	-1	0.7	-3	-1	8	8
O=C(NC1CCCc2ccccc21)C1CCN(S(=O)(=O)c2cccc3nonc23)CC1 (configuration not stated)	-13	-14	0	8	2	-0.8	-12	-4	5	12
S=C(Nc1ccccc1Cl)Nc1ccc(Cl)cc1Cl	-12	2	-1	2	-6	0.2	3	0	0	7
CC(C)n1c(SCC(=O)NC2CCCCC2)nnc1-c1ccco1	3	-2	2	-6	-4	0.0	-2	-8	43*	-10
COC(=O)[C@]12C[C@H](CC(=O)NCc3cccc4ccccc34)C(=O)N(CCC3=CCCCC3)C1=C[C@H](COCc1ccccc1)O[C@@H]2C	4	-1	-4	1	4	0.6	3	0	-3	-1
COc1ccccc1CN1CC(C(=O)N(C)Cc2ccc(C)o2)CCC1=O (configuration not stated)	-7	-10	0	5	-4	-0.8	-5	6	-1	-1
O=C(CSc1nc2ccccc2n1CC(=O)N1CCOCC1)N1CCCC1	4	1	6	0	6	-0.4	2	-3	1	7
Cc1cc(=O)oc2c3c(cc(OCC(=O)N[C@H](C(=O)O)c4ccccc4)c12)OC(C)(C)CC3	11	i	-7	0	3	47*	i	2	-2	7
CCCn1nc(C(=O)N2CCc3ccccc3C2)c2ccccc2c1=O	-10	1	3	0	6	-0.3	3	-1	0	-17
COc1ccc(NC(=O)CCCNC(=O)Cn2cnc3sc4c(c3c2=O)CCCC4)c(OC)c1	7	-8	2	-4	0	0.0	-2	5	1	4
COc1cc(NC(=O)CN2CCN(c3ccccn3)CC2)cc(OC)c1OC	17	-6	2	1	-3	0.4	-2	6	0	10
CC(C)(C)c1[nH]nc2c1C(c1cccnc1)C(C#N)=C(N)O2 (configuration not stated)	-1	2	0	2	-7	0.0	-1	6	8	-12
CCCN(CC(=O)Nc1ccccc1C)C(=O)c1ccc2c(c1)S(=O)(=O)N=C1CCCCCN12	-15	-4	13	-8	5	-0.2	-2	8	1	-2
O=C(Nc1ccccc1)Nc1ccc2snnc2c1	-4	1	-27	-3	-16	-0.4	-3	0	3	19
CCOC(=O)c1sc(=NC(=O)c2ccc(C)cc2)n(C)c1C	13	-21	1	20*	0	-0.2	-8	0	5	4
COc1cc(CC(=O)Nc2c(-c3ccccc3)[nH][nH]c2=O)cc(OC)c1	-2	-1	-1	2	4	-0.3	3	-6	-10	19
N#Cc1cc(F)cc(OCCCN2CCC(C(O)(c3ccccc3)c3ccccc3)CC2)c1	13	1	-27	-1	-2	0.2	3	3	1	6

Looked up one by one from the entries so far (6):
SMILES	ARFGAP1 inhibitor	PLCb3 inh	sPLA2-III inh	Rev-erbA mod	DDE Tn6 FP inh	KLK7 zymogen act	PLCg1 inh	Tn7 DDE FP	UHRF1 binding	ASAP1 GAP inh
CCc1c(C)nc(SCC(=O)N2CCN(c3ccccc3OC)CC2)[nH]c1=O	0	4	0	-6	-5	-0.8	-1	0	0	-3
COc1ccccc1N1CCN(CC(O)COc2c(OC)cccc2OC)CC1 (configuration not stated)	3	3	-1	3	1	0.1	0	-8	0	1
COc1cccc(NC(=O)NCCc2ccc(Cl)cc2)c1	-8	1	-5	1	8	-0.3	-4	-6	2	-8
CC1CCCC(NC(=O)CSc2nncs2)C1C (configuration not stated)	-6	-5	6	-4	7	-0.3	1	0	7	-14
Cn1c(=O)c2c(nc(NCc3ccc4c(c3)OCO4)n2Cc2ccc(F)cc2)n(C)c1=O	3	-2	4	-4	-4	0.0	0	7	1	11
Cc1cc(C[n+]2ccsc2N)c2ncccc2c1	6	-3	3	6	-2	-0.5	2	-5	-1	6
